Menin-MLL TR inh – menin-MLL binding inhibition, Texas Red mutant peptide; O00255; Menin + Texas Red MLL mutant peptide, fluorescence polarization; Potency, µM (series often up to 61.6 µM), for inactives: at the top dose FP activity change, negative = inhibition, hits mostly inhibitors; actives 0.23% (n = 270,000); active = well fitted inhibition curve with a large enough effect in the polarisation, with a control signal flat, not every such curve was filed as active; inconclusive = small, poorly fitted or top-dose-only effect, or effect the other way, or a change in a side signal; inactive = no such curve, though single readings can be large or run the other way; the % refers to the polarisation; note: potency is the fitted concentration of half-maximal effect; % of control where 0% means no effect; many of its hits are not listed in these tables
Giardia kill – kills Giardia lamblia | Giardia lamblia trophozoite viability | activity change, % at 7.66 µM, hits read low | actives 0.15% (n = 340,000) | AID 540267; in the data active = activity change below about -80%; inconclusive = between about -30% and that limit;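 note: parasites exposed to compound for two days anaerobically before the ATP read; % is set by controls: 0 for no effect and ±100 for the full control effect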
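Each well holds 100 Giardia trophozoites and compound. After two days (48 hrs) at 37 deg C in anaerobic conditions, ATP is quantified by luminescence.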
RORg inh – ROR gamma (mouse) transcription inhibition. actives 5.4% (n = 310,000). Drosophila S2 Gal4-RORgamma UAS-luciferase reporter, 20 h. Potency, µM (top dose mostly 53.6 µM), without a hit: at the highest dose activity change, negative = inhibition, usual class: inhibitors. P51450. AID 2551; note: potency is the fitted concentration of half-maximal effect; % is set by controls: 0 for no effect and ±100 for the full control effect; nearly all actives have a fitted effect of over 60% in size
Target sequence (P51450 whole entry, looked up, the tested form may be a part): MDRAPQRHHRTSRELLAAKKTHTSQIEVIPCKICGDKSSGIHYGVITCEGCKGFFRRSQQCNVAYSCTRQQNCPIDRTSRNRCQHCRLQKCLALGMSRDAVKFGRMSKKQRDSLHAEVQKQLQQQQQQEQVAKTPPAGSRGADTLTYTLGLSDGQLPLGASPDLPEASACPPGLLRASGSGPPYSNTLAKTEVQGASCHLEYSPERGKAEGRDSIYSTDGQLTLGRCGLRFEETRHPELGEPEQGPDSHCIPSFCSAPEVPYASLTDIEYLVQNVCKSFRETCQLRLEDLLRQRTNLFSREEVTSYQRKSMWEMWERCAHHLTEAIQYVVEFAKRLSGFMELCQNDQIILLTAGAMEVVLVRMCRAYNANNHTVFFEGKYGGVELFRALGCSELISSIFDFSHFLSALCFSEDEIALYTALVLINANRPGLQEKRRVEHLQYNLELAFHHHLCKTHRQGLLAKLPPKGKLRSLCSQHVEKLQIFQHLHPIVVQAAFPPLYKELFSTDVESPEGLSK
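Using a luciferase readout, inhibitors were identified by reduced reporter activity in Drosophila cells coexpressing a copper-inducible Gal4–ROR gamma fusion and UAS-driven Photinus luciferase, incubated 20 hr after 700 uM copper sulfate.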
FLuc modulator – counter-screen for miR-21 project: firefly luciferase inhibitors or activators; Potency, µM (highest dose often 57.5 µM), for inactives: at the top dose activity change, negative = inhibition, usual class: inhibitors; purified FLuc, Km substrates, luminescence inhibition; AID 588342; actives 6.9% (n = 360,000);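 note: potency is the fitted concentration of half-maximal effect; plate controls were vehicle for no effect and reference inhibitor for full effect; nearly all actives have a fitted effect of over 55% in size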
Target sequence (P08659 whole entry, looked up): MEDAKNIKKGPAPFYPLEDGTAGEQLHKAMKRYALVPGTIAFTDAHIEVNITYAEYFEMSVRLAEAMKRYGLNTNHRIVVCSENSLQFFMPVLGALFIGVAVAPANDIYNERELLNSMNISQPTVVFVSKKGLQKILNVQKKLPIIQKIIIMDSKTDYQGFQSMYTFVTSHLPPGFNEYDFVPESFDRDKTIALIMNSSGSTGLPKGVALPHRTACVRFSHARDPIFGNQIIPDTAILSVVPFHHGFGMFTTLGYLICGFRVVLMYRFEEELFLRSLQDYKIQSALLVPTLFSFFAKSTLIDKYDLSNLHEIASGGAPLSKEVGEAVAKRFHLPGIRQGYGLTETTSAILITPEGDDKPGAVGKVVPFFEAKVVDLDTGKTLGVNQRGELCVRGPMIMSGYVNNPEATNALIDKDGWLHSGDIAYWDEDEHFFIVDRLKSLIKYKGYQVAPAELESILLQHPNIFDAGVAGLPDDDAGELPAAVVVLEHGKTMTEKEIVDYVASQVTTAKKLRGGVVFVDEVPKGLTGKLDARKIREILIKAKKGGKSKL
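Purified P. pyralis luciferase (10nM final) with 10uM D-luciferin and 10uM ATP (Km levels) in 50mM Tris acetate pH 7.5, 10mM Mg acetate, 0.01% Tween-20, 0.05% BSA; qHTS 6-point titration, ~60 µM downward; luminescence read.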
NPC1 promoter act – activates the NPC1 promoter | AID 485313 | Huh7 NPC1 promoter luciferase reporter, 24 h | actives 2.4% (n = 320,000) | Potency, µM (doses to about 9.22 µM), without a hit: top-dose activation, most hits filed as activators;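 note: potency is the fitted concentration of half-maximal effect; % of control where 0% means no effect; nearly all actives have a fitted effect of over 60% in size; reporter is driven by a mutant NPC1 promoter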
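Luciferase expression driven by the NPC1 promoter was measured in stably transfected Huh7 cells after a 24 h compound incubation, using a luciferase reagent and a luminescence read.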
p53 reactivation – restores transcriptional activity of mutant p53; Potency, µM (doses to about 92.2 µM), inactives show at the top dose activity change, positive = activation, actives largely listed as activators; AID 504706; actives 0.063% (n = 320,000); H1299 p53-A138V BP100-luciferase reporter, luminescence, 24 h; note: potency is the fitted concentration of half-maximal effect; % of control where 0% means no effect; nearly all actives have a fitted effect of over 45% in size
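p53-null H1299 cells stably carrying temperature-sensitive p53-A138V and a BP100-luciferase reporter were pinned with compounds (4-point, 1:5 series) and held 24 hrs at 37 deg C. Luminescence was read 10 min after detection reagent.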
BRCA1 expr up – BRCA1 expression activation. Potency, µM (titrated, usually from 46.1 µM), inactives show at the highest dose activation, usual class: activators. actives 1.1% (n = 380,000). MCF7-BRCA1-FFLuc reporter, luminescence, 48 h; response scale: scaled: vehicle 0%, 10 µM genistein 100%; note: potency is the fitted concentration of half-maximal effect; nearly all actives have a fitted effect of over 80% in size; some results filed as inactive show a strong effect at the top dose
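Luminescence from a BRCA1-driven firefly luciferase in MCF7 cells was read after 48 h compound exposure at 37 C. Data normalized against DMSO and a 10microM genistein activation control, then curve-fitted across the titration.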
ELG1 genotox – genotoxicity induction in ELG1-luciferase HEK293T cells. AID 504466. actives 1.3% (n = 330,000). Potency, µM (doses to about 46 µM), for inactives: at the top dose activity change, positive = activation, usual class: activators. HEK293T ELG1-luciferase reporter, luminescence, 16 h; note: potency is the fitted concentration of half-maximal effect; % of control where 0% means no effect; nearly all actives have a fitted effect of over 60% in size
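Reporter readout depends on ELG1 protein level, which increases with genetic stress. After 16 hr compound exposure at 37 °C, luciferase activity was quantified using ONE-Glo.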
Gal4-VP16 FLuc – Gal4-VP16 reporter inhibition counter-screen; Drosophila S2 Gal4-VP16 UAS-luciferase, luminescence, 20 h; Potency, µM (doses to about 53.6 µM), without a hit: top-dose activity, negative = inhibition, usual class: inhibitors; actives 3.5% (n = 310,000);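 note: Gal4-VP16 expression switched on by copper sulfate through the metallothionein promoter; potency is the fitted concentration of half-maximal effect; % is set by controls: 0 for no effect and ±100 for the full control effect; nearly all actives have a fitted effect of over 50% in size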
Rab9 prom act – Rab9 promoter activation; AID 485297; actives 2.8% (n = 320,000); Potency, µM (doses to about 9.22 µM), inactives show at the top dose activation, negative = inhibition, hits mostly activators; Huh7 Rab9 promoter-luciferase reporter, luminescence, 24 h; note: potency is the fitted concentration of half-maximal effect; % of control where 0% means no effect; nearly all actives have a fitted effect of over 60% in size
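Rab9 promoter-driven luciferase in stably transfected Huh7 cells; 1500 cells/well rested 2 h, exposed to compound in DMSO for 24 h at 37 °C, 5% CO2. Luminescence read 10 min after adding luciferase reagent at ambient temperature.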
PKM2 act – activators of human pyruvate kinase M2. P14618. purified PKM2, Kinase-Glo ATP luminescence, activation; response scale: 0% is enzyme alone, no compound. Potency, µM (doses to about 57.5 µM), inactives show at the top dose activation, usual class: activators. actives 0.34% (n = 260,000). AID 1631; note: potency is the fitted concentration of half-maximal effect; % is set by controls: 0 for no effect and ±100 for the full control effect; nearly all actives have a fitted effect of over 55% in size
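Purified hPK-M2 (>95%) run at intermediate activity with 0.1 mM ADP and 0.5 mM PEP in 50 mM imidazole pH 7.2, KCl, MgCl2; 1 h room temperature. ATP formed read by Kinase-Glo luminescence; normalized to uninhibited and no-enzyme controls.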
* marks the source's active call; other numbers are inactive results; ? = inconclusive; . = not tested or not shown; [ ] = remark or other dose. Unless noted, calls come from the whole dose curve; as a rule, active = well fitted curve in the direction sought with a large enough effect; inconclusive = small, poorly fitted or top-dose-only effect, or another doubt; inactive = no such curve, though single readings can be large; an effect the other way counts as inactive or inconclusive. Only part of the results is shown. The share of hits here may be higher or lower than overall.

SMILES | Menin-MLL TR inh | Giardia kill | RORg inh | FLuc modulator | NPC1 promoter act | p53 reactivation | BRCA1 expr up | ELG1 genotox | Gal4-VP16 FLuc | Rab9 prom act | PKM2 act
O=C(CCN1C(=O)S/C(=C\c2cccs2)C1=O)NC1=NCCS1 | -3% | -3 | ? | ? | 8% | 11% | 2% | 7% | 18µM* | 2% | 1%
Cc1cccc(CCNC(=O)C2CCCN(S(=O)(=O)c3cccc4nsnc34)C2)c1 (stereo not drawn) | 0% | -11 | 5% | 4% | 0% | 8% | -7% | -28% | -9% | 1% | -23%
CCOC(=O)C1=C(C)NC(C)=C(C(=O)OCC)C1C(=O)OCC(=O)N1CC(C)OC(C)C1 (stereo not drawn) | . | 13 | . | 1% | -3% | 5% | -3% | 0% | . | 2% | .
CCN1CCN(CCCNC(=O)c2csc3c2CCCCC3)CC1 | 3% | 9 | 9% | 1% | -3% | 4% | 6% | 2% | 1% | 0% | -1%
CCN(CC(=O)NCc1cccs1)C(=O)c1ccc(S(=O)(=O)Nc2cccc(C)c2C)cc1 | -10% | 0 | 30% | -1% | 0% | -2% | -15% | -12% | -5% | 3% | 1%
CCNC(=O)C(C)Sc1ccc(Cl)cc1 (stereo not drawn) | -13% | 1 | -15% | 2% | 2% | 2% | -1% | 3% | 6% | -3% | -3%
COc1cccc(NC(=O)CN(C)C(=O)c2ccc(-c3ccccc3Cl)o2)c1 | . | -3 | 14% | -27% | -2% | -24% | -7% | -1% | -14% | 0% | 12%
Cc1ccc(NC(=O)CSc2nc3ccccc3nc2N2CCCC2)cc1 | 17% | -8 | -16% | ? | -3% | 21% | 47% | 13% | -4% | 23% | ?
COc1ccc(NC(=O)c2cccc(N3C(=O)C4C5C=CC(C5)C4C3=O)c2)c(OC)c1 (stereo not drawn) | -2% | -8 | 20% | ? | 1% | 6% | 23% | -2% | -12% | 0% | -2%
N=C1/C(=C\c2ccc(OC(=O)c3ccccc3)cc2)C(=O)N=C2SC(N3CCOCC3)=NN12 | ? | 6 | ? | ? | -3% | . | 12% | 12% | ? | 4% | 7%
CC(C)c1onc(C(=O)NCc2cccs2)c1[N+](=O)[O-] | -3% | 12 | -3% | -5% | 0% | 25% | 34% | 0% | ? | -1% | -1%
O=c1[nH]ncn1-c1ccc(Br)cc1 | 14% | 6 | 2% | 3% | 0% | 4% | 16% | 4% | -4% | -2% | 2%
COC(=O)CCN(C(=O)c1cc(OC)c(OC)c(OC)c1)c1ccccn1 | -4% | 16 | 3% | -1% | 9% | -2% | -3% | 0% | -2% | -1% | -3%
CC(=O)NC1=NN(C(C)=O)C(C)(CS(=O)(=O)c2ccc3ccccc3c2)S1 (stereo not drawn) | 3% | 12 | 21% | -1% | -1% | 2% | 12% | 0% | 1% | -1% | 1%
CC(=O)c1ccc(OCc2cc(C(=O)N(C)Cc3ncc(C)[nH]3)no2)cc1 | . | 5 | 0% | 0% | -3% | -1% | -15% | 7% | -5% | -2% | -9%
CSc1cccc(NS(=O)(=O)c2ccc(-c3coc(C)n3)cc2)c1 | . | 8 | ? | -5% | -1% | -5% | -26% | -4% | ? | -6% | .
C=CCNC(=S)Nc1cccc(N)c1 | -26% | 2 | -17% | 0% | 6% | 2% | 12% | 1% | 4% | -5% | -4%
COc1ccc(NC(C)=O)cc1S(=O)(=O)N1CCn2cccc2C1C (stereo not drawn) | . | -4 | . | -1% | -1% | -3% | 1% | 2% | . | -2% | .
COC(=O)Cc1[nH]nc2c1C(C1C=CCCC1)C(C#N)=C(N)O2 (stereo not drawn) | 8% | -14 | 8% | 1% | -7% | 28% | 19% | 3% | -18% | -3% | -9%
Cc1cc(C)cc(NC(=O)CNC(c2ccccc2)c2ccccc2)c1 | 15% | 13 | 14% | -1% | -1% | 7% | -44% | -3% | 11% | 1% | 0%
NC(=O)c1cnn(C2CCS(=O)(=O)C2)c1 (stereo not drawn) | -4% | 14 | -21% | 0% | -2% | -3% | 13% | -1% | 0% | -2% | 1%
COc1ccc(C(=O)Nc2ccc(NC(=O)c3cccs3)c(OC)c2)cc1Cl | ? | -21 | -39% | -20% | -7% | -6% | 18% | 10% | -5% | -10% | 0%
Cc1ccc(C(=O)O)cc1NC(=S)NC(=O)c1ccc(-c2ccccc2)cc1 | ? | ? | -17% | 1.5µM* | ? | 6% | ? | ? | -11% | ? | -1%
O=C(CSc1nnc(-c2cccs2)n1-c1ccccc1)N1CCCc2ccccc21 | -21% | 12 | 33% | 2% | 0% | 1% | -73% | -15% | 4% | 4% | -1%
CCn1c(=O)cc(SCC(=O)Nc2cc(OC)c(OC)c(OC)c2)c2ccccc21 | -1% | 17 | 33% | -2% | 0% | -14% | -57% | 4% | -1% | 4% | 2%
Nc1n[nH]c(C2CCCCC2)n1 | 3% | 13 | -12% | -1% | -8% | -1% | -10% | 2% | 4% | -4% | 1%
CCc1c(C)c(C#N)c2nc3ccccc3n2c1NCc1ccco1 | 5% | -6 | -9% | -6% | -2% | -1% | -53% | -3% | 6% | -4% | -9%
CC1=C(C#N)C(NC(=O)C2CCCCC2)(C(F)(F)F)C(=O)N1 (stereo not drawn) | -1% | -12 | 10% | 1% | 2% | -4% | -1% | 0% | 13% | -7% | 4%
COc1ccc(/C=C2/CCCC(C(=O)C(F)(F)F)=C2O)cc1OC | . | -22 | 18µM* | -14% | 1% | 14% | -32% | 1% | ? | 8% | 3%
COc1ccc(-c2nc(N3CCN(C)CC3)sc2-c2ccc(OC)cc2)cc1 | -17% | 0 | ? | -1% | 0% | -12% | -47% | 1% | -20% | -1% | 0%
Cc1ccc(C(=O)N/N=C/c2ccc(-c3cccc(Cl)c3)o2)cn1 | . | 4 | 5µM* | ? | -6% | -2% | -69% | -6% | 7.1µM* | -1% | 7%
COC(=O)CCC(=O)Nc1cccc2c(NC(=O)CCC(=O)OC)cccc12 | -10% | 11 | -8% | 3% | -2% | 16% | 0% | -5% | 4% | 0% | 18%
Cc1nn(Cc2ccccc2Cl)c(C)c1NC(=O)CCCn1nc([N+](=O)[O-])c(Cl)c1C | -9% | 2 | 64% | 12% | -3% | -6% | -23% | -3% | -7% | -5% | 1%
O=C1C2C3C=CC(C3)C2C(=O)N1c1cccc(-c2nc3ccccc3o2)c1 (stereo not drawn) | 3% | 2 | 20% | 3% | 13% | 3% | 15% | 11% | 23% | 18% | 4%
CCOC(=O)c1c(NC(=O)COc2ccc3ccc(=O)oc3c2)sc(C(=O)N(C)C)c1C | . | -6 | 4% | 5% | 0% | 7% | 1% | -4% | 5% | 3% | -1%
CCS(=O)(=O)NCC(c1cccnc1)N1CCN(c2ccc(OC)cc2)CC1 (stereo not drawn) | -1% | 2 | 12% | -2% | 3% | -1% | 9% | 0% | -5% | -3% | -2%
O=C(COC(=O)c1ccc(Cl)cc1O)NC(=O)C1CCCCC1 | 26% | -6 | 25% | 5% | 1% | 1% | -7% | 2% | 2% | -2% | 5%
O=C(NCCCn1ccnc1)c1cc(-c2ccc(Cl)cc2)nc2ccccc12 | 11% | 3 | -6% | 24µM* | 0% | -1% | -28% | -13% | -8%[0.365 µM] | -5% | 4%
O=C(CCNS(=O)(=O)c1ccc(OC(F)(F)F)cc1)N1CCN(S(=O)(=O)c2cccc(F)c2)CC1 | . | 0 | . | 0% | -2% | -7% | -14% | -8% | . | 1% | .
CCOc1ccc(-c2nc(C#N)c(NCc3ccco3)o2)cc1 | 5% | 2 | 35% | ? | -1% | 3% | 79% | 6% | -11% | -3% | -1%
O=C(NCCc1ccccc1)C1CCN(C(=O)c2ccc(F)cc2)CC1 | -6% | -14 | 2% | 2% | 1% | ? | 6% | 0% | -2% | 19% | 2%[11.5 µM]
CC(C)(C)NC(=O)C(c1ccc(F)cc1)N(Cc1ccco1)C(=O)CCC(=O)Nc1ccccn1 (stereo not drawn) | -28% | -9 | -3% | 0% | 2% | -5% | -25% | 0% | 1% | -2% | .
